Source: PubChem (several laboratories)
Dynein cargo inh – blocks dynein driven cargo transport along microtubules. 3617.4 mouse cells, GR-EGFP nuclear translocation imaging; test concentration mostly 20 µM; stimulated with dexamethasone, 1 µM; stronger effect = lower value. hit rate 0.47% among 220,000. z-score, hits read low;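 active = plate z-score of nuclear minus cytoplasmic receptor signal below a set negative limit, without overly bright fluorescence or cell loss, cut at about -3.5 in these data, passing the limit was not always enough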;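 also: z-score of nuclear minus cytoplasmic ring GR-EGFP intensity difference per well; some compounds called inactive have numbers as strong as hits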
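Also added – dexamethasone, 1.0 µM final · Buffer or medium – tet-free, stripped-serum medium · Schedule – induction 48 h, compound 1 h, agonist 30 min · Detection – formaldehyde fixation, Hoechst nuclear stain, 10x automated fluorescence imaging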
Hep lipid drop – hepatic lipid droplet formation modulation | AML12 mouse hepatocytes, oleate lipid droplets, BODIPY imaging | inhibition, % at 6.5 µM | hit rate 0.4% among 240,000;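 active = lipid droplet intensity inhibited by at least 50%, with more than 500 cells counted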
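System: AML12 hepatocytes (mouse). Probe or stimulus: oleic acid at 100 µM to induce lipid droplet formation. Times: overnight treatment with compound plus oleate. Detection: Image-based BODIPY and DAPI two-channel analysis. Evaluation: percent inhibition of filter-corrected integrated lipid droplet intensity per well.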
MT stabilizer – microtubule stabilizers in HeLa cells; HeLa tubulin immunostaining HCS, 24 h; share of cells brighter than vehicle mean+2SD; hit rate 0.83% among 200,000; % tubulin-high responders, % at 10 µM;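 active = plate Z-score above 3 for both tubulin-high and condensed-nucleus cell shares, with cell loss under 80%, at 10 µM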;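 also: anti alpha tubulin signal scored within the nucleus-defined area of each cell; some results filed as inactive read as strong as hits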
Ins promoter up – MIN6 insulin promoter up-regulation | MIN6 insulin promoter-GFP reporter, high-content imaging; stronger effect = higher value | hit rate 0.3% among 190,000 | z-score at 5 µM | AID 1625;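 active = z-score above 3 at 5 µM with at least 500 cells counted in the well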
M17LAP inhibition – P. falciparum M17LAP inhibitors, primary screen, biochemical, fluorogenic H-Leu-NHMec substrate, 1536-well (AID 1619); recombinant M17LAP, H-Leu-NHMec fluorogenic kinetic assay; higher % means a stronger effect; inhibition, % at 30 µM, or IC50 in µM where a hit was titrated; hit rate 0.38% among 220,000;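 active = compound inhibiting the enzyme by more than half at any dose during confirmatory dose-response retesting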;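 also: plate controls were full reaction with DMSO carrier for no effect and no enzyme background for full effect; strong numbers were not always called active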
Autophagy mod – alters autophagy in cells; MEF GFP-LC3 puncta imaging; test concentration mostly 10 µM; hit rate 0.98% among 190,000; calls only at 10 µM (by protocol);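 active = percentage of spot-positive cells more than 3 SD above its plate mean, without a fluorescence outlier flag or 80% toxicity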;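 also: spot-positive cell cutoff set from DMSO-treated cells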
P. falciparum M1AAP – malaria alanyl aminopeptidase activity blockers – biochemical, fluorogenic H-Leu-NHMec substrate, 1536-well (AID 1445) | inhibition, % at 30 µM; hits with a dose series show IC50 in µM | hit rate 0.42% among 220,000 | recombinant M1AAP, H-Leu-NHMec fluorogenic kinetic assay; higher % means a stronger effect;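 active = primary inhibition above the hit cutoff, then over 50% inhibition at one or more dose response concentrations, cut at about 23% in these data, passing the limit was not always enough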;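 also: plate controls were DMSO full reaction for no effect and no enzyme background for full effect; strong numbers were not always called active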
CSM14.1 death rescue – protection against thapsigargin-triggered cell killing – 384-well, CSM14.1, ATP luminescence, primary screen (AID 1222) | CSM14.1 thapsigargin-induced death rescue, ATP luminescence; higher % means a stronger effect | cellular ATP content (survival), % at 20 µM, or EC50 in µM where a hit was titrated | 190,000 tested, under 10 active;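 active = EC50 below 50 µM in the dose-response confirmation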;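 also: death triggered by thapsigargin at about 15 µM added after 2 h compound pretreatment; cell ATP read after overnight thapsigargin exposure of roughly 18 to 22 hours; normalized against plate controls of thapsigargin alone and 5% DMSO vehicle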
Yfh1-depleted yeast – enhancers of respiration in Yfh1-depleted yeast, dose response, Friedreich's ataxia, plus single-dose screen (AID 1465). hit rate 0.074% among 220,000. S. cerevisiae Yfh1-off respiration, WST-1 reduction, 72 h; higher fold induction means a stronger effect. one-dose fold induction at 50 µM; EC50 in µM for titrated hits;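 active = fold induction of absorbance versus untreated yeast above a set limit, then at least 30% activation at any dose in follow-up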;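 also: activators that raise dye reduction in frataxin-depleted yeast; strong numbers were not always called active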
Dynein cargo inh cytoplasmic EGFP – further read-out of Dynein cargo inh, marked with its call; z-score; measured here: cytoplasmic GR-EGFP intensity; stronger effect = higher value
Dynein cargo inh nuclear GR-EGFP – recorded beside Dynein cargo inh, whose call it bears; z-score; measured here: nuclear GR-EGFP intensity;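 lower value marks the stronger effect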
Dynein cargo inh cell count – recorded beside Dynein cargo inh, whose call it bears; z-score; measured here: cell count per field
Ins promoter up cell count – also measured in Ins promoter up; calls as there; cell count; measured here: cytotoxicity, nuclei count;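 total cells summed across four imaged fields per well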
Hep lipid drop cells 6.5 µM – also measured in Hep lipid drop; calls as there; cell count; measured here: cell count, cytotoxicity flag;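 cells counted across two imaged fields per well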
MT stabilizer Hoechst-high % – also measured in MT stabilizer; calls as there; % Hoechst-high responders; measured here: nuclear condensation Hoechst responders;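 share of cells brighter than vehicle mean plus two SD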
MT stabilizer cytotoxicity % – second read-out of MT stabilizer, no call of its own (marks repeat the call); toxicity, %; measured here: cytotoxicity by cell density;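 0% = mean cell density of plate MIN control wells and 100% = no cells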
Autophagy mod cell loss 18 h – second read-out of Autophagy mod, no call of its own (marks repeat the call); toxicity, %; measured here: cell loss, nuclei count;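 cell loss after 18 h compound exposure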
An asterisk follows results filed as active; i = inactive; nt = no result given; + = active, no number.

Values run as follows: Dynein cargo inh, Dynein cargo inh cytoplasmic EGFP, Dynein cargo inh nuclear GR-EGFP, Dynein cargo inh cell count, Hep lipid drop, Hep lipid drop cells 6.5 µM, MT stabilizer, MT stabilizer Hoechst-high %, MT stabilizer cytotoxicity %, Ins promoter up, Ins promoter up cell count, M17LAP inhibition, Autophagy mod, Autophagy mod cell loss 18 h, P. falciparum M1AAP, CSM14.1 death rescue, Yfh1-depleted yeast
COc1cc2c(cc1NC(=O)CSc1nnc(Cc3cccs3)n1Cc1ccco1)oc1ccccc12
→ 0.094, -0.26, -0.076, 0.21, 24, 760, 17, 5.6, 14, nt, nt, 7%, i, -1, 6%, 0.9%, i
O=C1Nc2ccccc2S/C1=C/NCc1ccccc1Cl
→ -0.45, -0.17, -0.22, 0.92, 12, 723, 2.2, 1.3, 0.5, -0.43, 1157, 6%, i, 15, 5.6µM*, 0.3%, i
O=C(NC(=S)Nc1cccc2ncccc12)c1ccccc1
→ 1.6, -0.27, 1, -1.5, nt, nt, 2.9, 2.1, 6.8, 0.11, 1193, -1%, i, -12, 6%, 0.4%, i
CCc1nnc(NC(=O)CSc2nnc(CNc3ccc(OC)cc3)n2CC)s1
→ -0.14, -0.33, -0.078, 0.64, 12, 732, 2.6, 1.8, 12, 0.7, 1300, -4%, i, 9, 4%, 2.0%, i
O=C(CSc1nc(-c2ccccc2)c(-c2ccccc2)o1)NC1CCS(=O)(=O)C1 (centres undefined)
→ 0.33, -0.33, 0.42, 0.5, 9, 710, 4.1, 2.6, 5.4, -1.2, 1333, -2%, i, 4, 2%, nt, i
COc1cc(/C=N/NC(=O)Cn2nnc3ccccc32)ccc1O
→ -0.25, -0.19, -0.46, 0.85, -10, 672, 5.1, 2.4, 11, 0.33, 1224, -1%, i, 10, 9%, -1.5%, i
Cc1ccc(/C=N/N2CCN(Cc3ccccc3)CC2)cc1
→ -0.47, -0.21, -0.36, 0.16, 13, 713, 2.0, 2.3, 4.0, -0.01, 1237, 5%, i, 22, 5%, -1.1%, i
CCC(=O)N1CCc2cc(Br)cc(S(=O)(=O)NCC3CCCN3CC)c21 (centres undefined)
→ 0.43, -0.19, 0.52, -0.083, 0, 765, 1.8, 3.2, 7.7, -1.3, 1231, 6%, i, 12, 10%, 1.6%, i
CCn1c(=S)sc2c(=O)n(-c3ccccc3)c(SC)nc21
→ -0.23, -0.24, 0.15, -0.14, nt, nt, 3.1, 3.1, 3.9, 1, 1242, -5%, i, -15, 11%, -2.0%, i
CCCCNC(=S)N(C)/N=C/c1c(C)[nH]c2ccccc12
→ -0.12, -0.17, -0.38, -0.062, 42, 659, 2.0, 2.4, 0.5, 0.81, 1155, -6%, +, 1.1*, 4%, -2.5%, i
COc1ccc(C)cc1-n1nnnc1SCc1nc2ccccc2c(=O)[nH]1
→ -0.15, -0.3, 0.28, 0.78, -1, 707, 3.1, 2.0, 7.9, 0.16, 1185, -9%, i, 14, 4%, -0.4%, i
C=CCN1C2CCCC1CC(NC(=S)Nc1ccc(Cl)cc1)C2 (centres undefined)
→ -0.45, -0.29, -0.059, 0.099, 8, 735, 2.7, 1.3, 6.6, -0.28, 1464, 13%, i, -5, 5%, 1.1%, i
C/C(=N/NC(=O)Cc1cc(=O)[nH][nH]1)c1ccc([N+](=O)[O-])cc1
→ 0.94, -0.093, 0.45, -1.4, -13, 510, 3.4, 2.2, 1.1, 1.8, 1422, 34%, i, -19, 4%, -1.2%, i
O=C(NCc1cccs1)C1CCCN(c2nc3ccccc3o2)C1 (centres undefined)
→ -0.11, -0.019, -0.099, -1.2, nt, nt, 4.1, 3.1, 10, 0.07, 1401, -6%, i, 5, -2%, -0.5%, i
COc1ccc(-c2nc3ccccc3s2)cc1
→ 0.28, -0.19, 0.35, 0.07, 7, 723, 2.8, 2.1, 7.9, -0.11, 1304, -1%, i, 19, -1%, -4.3%, i
COc1cc(C#N)ccc1OCC(=O)Nc1ccc(C)c(S(=O)(=O)N2CCOCC2)c1
→ -0.65, 0.16, 0.09, 1.6, 10, 632, 6.0, 4.0, 14, 1.5, 1402, 9%, i, -3, 9%, -0.2%, i
O=C(NCc1ccc2c(c1)OCO2)c1cc(-c2ccncc2)nc2ccccc12
→ -0.059, -0.15, 0.88, -1.4, -5, 710, nt, nt, nt, nt, nt, 13%, nt, nt, 5%, nt, i
COc1ccc(OC)c2c1sc(=NC(=O)C1CCCCC1)n2C
→ -0.67, -0.24, -0.43, 0.87, -6, 687, nt, nt, nt, 0.57, 1067, -1%, nt, nt, 0%, nt, i
Fc1ccc(OCc2nc(-c3cccs3)no2)cc1
→ 0.24, -0.23, 0.43, -0.86, 32, 670, 2.7, 2.0, 6.8, -0.07, 1411, -5%, i, -21, 7%, 1.1%, i
Cn1c2c(c(=O)n(C)c1=O)NC1(N2)C(=O)Nc2ccccc21 (centres undefined)
→ -0.02, -0.22, -0.037, -0.18, 1, 766, nt, nt, nt, -0.15, 1421, -4%, nt, nt, 1%, nt, i
C=CCn1c2ccccc2c2nnc(SCc3[nH]c(=O)[nH]c3C(=O)CCCCC(=O)OCC)nc21
→ 0.65, -0.023, 0.2, -0.68, -11, 415, 7.1, 2.3, 9.0, 0.77, 1284, -1%, i, -7, 7%, -2.1%, i
Cn1cc(C(=O)N/N=C/c2cccc(O)c2)ccc1=O
→ -0.79, -0.34, -0.86, 1.2, 14, 708, 3.3, 1.2, 4.7, -0.08, 1216, 4%, i, 11, 6%, -0.4%, i
O=C(OCn1nnc2ccccc2c1=O)C1=COCCO1
→ 1.5, -0.18, 0.9, -0.13, nt, nt, 4.3, 3.5, 17, 0.26, 1112, 4%, i, -28, 4%, nt, i
O=C(O)/C=C/c1cn(Cc2ccccc2)nc1-c1cccs1
→ -0.76, -0.36, -0.045, 1.7, 15, 626, 6.3, 1.9, 10.0, 0.07, 1279, -2%, i, 7, 1%, -0.9%, i
O=C(Nc1ccc(Cl)cc1)c1cc2nc(C3CC3)cc(C(F)(F)F)n2n1
→ -1.7, -0.063, -0.6, 1.7, 10, 794, 1.0, 1.0, 5.6, nt, nt, 3%, i, 0, 8%, -2.0%, i
COc1nc(OC)nc(N2CCC(NC(=O)C(Cc3ccc(C(C)C)cc3)NC(C)=O)CC2)n1 (centres undefined)
→ -0.64, -0.25, -0.98, 0.14, -1, 708, 2.6, 1.5, 3.2, nt, nt, -5%, i, 1, 2%, -4.1%, i
CCOC(=O)c1oc2nc3c(cc2c1N)CCCC3
→ 0.63, -0.19, 0.21, -0.015, 2, 723, nt, nt, nt, -0.21, 1308, -59%, nt, nt, 6%, nt, i
COCCCNC(=O)C1CCN(c2nc(C)cc(C)n2)CC1
→ -0.72, -0.16, -0.33, 1.3, nt, nt, 4.4, 4.1, 5.9, nt, nt, 7%, i, -2, 4%, -0.1%, i
Cc1cc(Oc2ccc(Cl)cc2)nc(-c2ccccc2O)n1
→ -0.35, 0.046, 0.19, 0.86, -5, 763, 1.7, 2.3, 5.8, 2.2, 1283, -1%, i, 33, -1%, 0.6%, i
Cc1cc(OC(=O)c2ccccc2Cl)ccc1N1C(=O)CCC1=O
→ -0.45, -0.13, 0.011, 0.26, nt, nt, 1.1, 2.6, 13, -0.12, 1527, -1%, i, 13, 4%, -2.2%, i
O=C(Nc1cccc2ccccc12)C1CCN(C(=O)NCc2ccccc2)CC1
→ -0.52, -0.14, 0.0046, 0.16, nt, nt, 3.1, 1.3, 3.4, -0.21, 1387, 10%, i, -2, 18%, -1.2%, i
COc1ccc(Cc2nc(C(=O)Nc3ccc(Cl)cc3)cs2)cc1
→ 0.71, 0.022, 0.26, -0.3, -1, 817, 1.6, 2.6, 13, -0.58, 886, 11%, i, 8, 1%, 6.8%, i
CC(C)(C)N(Cc1ccccc1)C(=O)CSc1nc2ccccc2c(=O)[nH]1
→ -0.19, -0.17, -0.092, 0.18, 10, 766, 2.4, 1.5, 6.7, -0.44, 774, 6%, i, 2, 10%, -0.5%, i
Cc1cccc(C)c1NC(=O)C(NC(=O)c1ccccn1)c1ccc([N+](=O)[O-])cc1 (centres undefined)
→ 0.14, -0.21, -0.45, 0.99, 22, 716, 1.6, 2.5, 11, -0.28, 1910, -5%, i, 4, 11%, -1.7%, i
Cc1ccc(NC(=O)CN(C)C(=O)c2n[nH]c(=O)c3ccccc23)cc1
→ 2.2, 0.065, 2, -3.1, -7, 700, 2.5, 2.1, 8.8, -0.14, 1382, -5%, i, 7, -8%, -0.2%, i
Oc1ccc(C(=S)N2CCCCC2)cc1
→ -0.37, -0.35, -0.016, 0.25, -11, 810, 1.4, 2.6, 8.2, -0.02, 758, 2%, i, 2, 3%, 1.8%, i
C=CCn1c(=O)c(C(=O)NCCN(CC)CC)c(O)c2ccccc21
→ 0.0082, -0.24, 0.063, 0.099, nt, nt, 3.6, 1.2, 0.3, -0.16, 1498, 16%, i, 6, 7%, -0.2%, i
Cc1ccc(NNC(=S)Nc2ccc(C(C)C)cc2)c(C)c1
→ 0.93, -0.24, 0.65, -0.92, 24, 605, 2.9, 3.0, 8.4, -0.19, 1516, -5%, i, 21, 10%, -0.3%, i
Cc1cc(C)c(NC(=O)CS(=O)CC(=O)N2CCN(c3ccc(F)cc3)CC2)c(C)c1 (centres undefined)
→ -1.9, -0.31, -0.8, 0.61, nt, nt, 6.5, 2.8, 5.1, -0.07, 1105, 0%, i, 3, 3%, -1.5%, i

Look-ups from above:
Value for COc1cc(C#N)ccc1OCC(=O)Nc1ccc(C)c(S(=O)(=O)N2CCOCC2)c1 in Hep lipid drop cells 6.5 µM: 632
Value for CC(C)(C)N(Cc1ccccc1)C(=O)CSc1nc2ccccc2c(=O)[nH]1 in Dynein cargo inh cell count: 0.18
